GalR3 antag = GalR3 antagonists in HEK293 cells, primary screen, cell-based, fluorescence readout; 360,000 tested, 0.44% active; HEK293 GalR3-CNG cAMP membrane potential fluorescence; galR3 body fused to GalR1 C-terminus; inhibition, % at 3 µM; AID 651719, 2012; Galanin receptor type 3 (Homo sapiens), O60755;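 active = inhibition above the screen-wide average plus 3 SD, cut at about 13% in these data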;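 note: forskolin and galanin both at EC90 stimulate the cells; cAMP rise reported by CNG channel membrane potential dye signal; 0% = forskolin plus galanin with DMSO and 100% = forskolin alone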
Target sequence (O60755 1-299 limits assumed): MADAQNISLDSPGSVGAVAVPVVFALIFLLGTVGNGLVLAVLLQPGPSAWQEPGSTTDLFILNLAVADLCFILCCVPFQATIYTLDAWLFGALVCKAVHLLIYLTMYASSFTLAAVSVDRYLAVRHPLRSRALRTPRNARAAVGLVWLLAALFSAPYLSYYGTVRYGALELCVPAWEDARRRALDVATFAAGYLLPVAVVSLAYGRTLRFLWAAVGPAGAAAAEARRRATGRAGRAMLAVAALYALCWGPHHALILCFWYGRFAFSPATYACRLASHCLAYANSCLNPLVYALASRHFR
Starred values were filed as active, the others as inactive. Not all compounds are listed. The share of hits here may be higher or lower than overall.

GalR3 antag | SMILES
-3 | c1ccc2c(c1)ccn2CCCN1CCCCC1
-6 | CCCNC(=O)C1(C)CCCN(C(=O)c2ccc3c(c2)CCO3)C1 (centres undefined)
-6 | CN1CCC(N(C)C(=O)c2ccc(Cl)c(S(=O)(=O)Nc3ccc(Cl)cc3)c2)CC1
0 | CC1(C)CSC(C)(C)C(=O)N1
-4 | O=C(CNC(=O)c1ccccc1Br)NNC(=O)c1cccs1
-9 | CCc1nc2ccc(C(=O)NC3CCN(C)CC3)cn2c1N(C)CCC(C)C
-5 | CN(C(=O)c1cccc(NC(=O)Cc2ccc(NC(=O)C3CCN(C(=O)C4CCC4)CC3)cc2)c1)C1CCCC1
-4 | COc1cc(NC(=O)CN2C(=O)C(=O)N(CC(C)C)C2=O)cc(OC)c1
-4 | CC1C(=O)N(Cc2cn(CCC3OCCO3)nn2)CCS(=O)(=O)N1Cc1ccc(-c2ccc(F)nc2)cc1 (centres undefined)
-8 | Cc1ccccc1COc1cccn2c(N(C)C(=O)CCC3CCCC3)c(C)nc12
-3 | COc1cc2c(cc1OC)C1C(=O)c3cc(OS(C)(=O)=O)c(OC)cc3C1N(C)C2=O (centres undefined)
7 | COc1ccc(NC(=O)N[C@H]2C=C[C@@H](CC(=O)NC3CCC3)O[C@@H]2CO)cc1
-1 | O=S(=O)(Nc1cccnc1)c1cccnc1
-2 | O=C(NCCNC(=O)Nc1ccc(Cl)cc1)Nc1ccc(Cl)cc1
-1 | CCOc1ccc(NC(=O)c2ccc3c(c2)N(C)CCS3)cc1
-8 | Cn1c(=O)c2[nH]c(CCC3CCCC3)nc2n(C)c1=O
1 | COCCNC(=O)C1C(=O)Nc2ccccc2C(=O)N1c1ccc2c(c1)OCCO2 (centres undefined)
-2 | CN(C)c1ccc(C=Cc2nccc3ccccc23)cc1
1 | CC1(C(=O)Nc2cccc(Oc3ccccc3)c2)Cc2c(-c3ccc4c(c3)OCO4)ccnc2O1 (centres undefined)
0 | O=C(NCc1ccco1)C1Cc2c(-c3cccc(F)c3)ccnc2O1 (centres undefined)
-2 | c1ccc(-c2ccc(-c3ccccc3)[nH]2)cc1
-5 | Cc1ccc(S(=O)(=O)N2C[C@H]3n4c(=O)ccc(=O)n4C[C@H](OC(=O)NCc4ccco4)[C@@]3(O)C2)cc1
-5 | CC(=O)Nc1cc(-c2ccc(C(=O)NC3CC3)cc2)cn2c(-c3cccc(C(F)(F)F)c3)cnc12
-9 | CC(=C1SC(=S)NC1=O)c1ccc(Cl)c(O)c1
-7 | CC1(C(=O)NCc2ccc(F)c(F)c2)Cc2c(-c3cccc(C(F)(F)F)c3)ccnc2O1 (centres undefined)
-8 | O=C(c1ccncc1)N1CCN(c2cc(-c3ccccc3)nc3cc(-c4cccc(Cl)c4)nn23)CC1
-3 | CC[C@]1(C(=O)OC)[C@H]2C(=O)N(Cc3ccccc3)C(=O)[C@H]2[C@H]2CN=C(SCC(=O)c3ccccc3)N21
-4 | CC(=O)Nc1cccc(-c2ccnc3c2CC(C(=O)NCC2CC2)O3)c1 (centres undefined)
-6 | COc1cccc(C(=O)N[C@H](C(=O)N2CCC[C@H]2C(=O)NCc2ccccc2)C(C)C)c1
-3 | O=C(c1ccc(CS(=O)Cc2ccc(Cl)cc2)o1)N1CCN(C2CCCCC2)CC1 (centres undefined)

Overlap with the part before: three entries, followed by the next part.
GalR3 antag | SMILES
-4 | CC(=O)Nc1cccc(-c2ccnc3c2CC(C(=O)NCC2CC2)O3)c1 (centres undefined)
-6 | COc1cccc(C(=O)N[C@H](C(=O)N2CCC[C@H]2C(=O)NCc2ccccc2)C(C)C)c1
-3 | O=C(c1ccc(CS(=O)Cc2ccc(Cl)cc2)o1)N1CCN(C2CCCCC2)CC1 (centres undefined)
-4 | Cc1ccc(-n2nnnc2SCC(=O)NCC2(N3CCOCC3)CCCCC2)c(C)c1
-4 | CCCNC(=O)C1(C)CCN(C(=O)c2cccc(Cl)c2)C1 (centres undefined)
-2 | COc1ccc(C(CNC(=O)C(C)Sc2ccccc2)N2CCOCC2)cc1 (centres undefined)
-9 | COc1cc(/C=C/CN2CCC(C(=O)NC(c3ccc(F)cc3)c3ccc4ccccc4n3)CC2)ccc1OC(C)=O (centres undefined)
-7 | CCOC(=O)[C@]12CCCC=C1N(Cc1cccc3ccccc13)C(=O)[C@H](CC(=O)NCCCCc1ccccc1)C2
-9 | CCCCNC(=O)C1(C)CCN1C(=O)c1csnn1 (centres undefined)
-8 | Cc1onc(-c2c(F)cccc2Cl)c1C(=O)Oc1ccccc1
-3 | COc1cc(/C=C/C=C2/CC/C(=C/C=C/c3ccc(O)c(OC)c3)C2=O)ccc1O
0 | C=C1[C@@H](O)[C@H](Cc2ccccc2)N(Cc2ccccc2Br)S1(=O)=O
-5 | O=C(c1cccc(S(=O)(=O)N2CCCC2)c1)N1CCN(S(=O)(=O)c2cccc(Cl)c2)CC1
-3 | CC(C)C[C@H]1CN(CCCC[C@H]2CNC(=O)C(=O)N2CC2CCCCC2)C(=O)C(=O)N1Cc1ccccc1
-2 | N#Cc1ccccc1S(=O)(=O)N1CCC(C(=O)Nc2cccc(C(=O)NC3CC3)c2)CC1
-5 | Cc1cc(C)c2c(=O)n3c(nc2c1)C(Cc1ccc(O)cc1)NC(=O)c1cc2ccccc2cc1-3 (centres undefined)
-2 | C=CC(=O)N1C/C(=C/c2ccc(F)cc2)C(=O)/C(=C\c2ccc(F)cc2)C1
0 | CC12CCC(=O)C=C1CCC1C2C(O)CC2(C)C1CCC2(O)C(=O)COC(=O)COCC(=O)O (centres undefined)
-3 | OC[C@@H]1CN(Cc2ccccc2)C[C@H](n2cnc3c(N4CCOCC4)ncnc32)O1
-7 | Cc1ccc(S(=O)(=O)N2[C@H](c3ccccc3)CC(=O)[C@@H]3CN(S(=O)(=O)c4ccccc4)[C@H](c4ccccc4)C[C@@H]32)cc1
-8 | C[C@H](O)C#Cc1ccc2c(c1)O[C@@H](CN(C)Cc1ccc(-c3ccccc3)cc1)[C@H](C)CN([C@@H](C)CO)S2(=O)=O
-8 | CCOC(=O)c1c(C)[nH]c(C(=O)OC(C)C(=O)Nc2ccc(C)cc2)c1C (centres undefined)
-5 | CC1(C(=O)NCc2ccccc2)CN(S(C)(=O)=O)CC(=O)N1Cc1ccc2c(c1)OCO2 (centres undefined)
-4 | Cc1ccc(C)c(NC(=O)CN2C(=O)C3CC=CCC3C2=O)c1 (centres undefined)
1 | CC(Oc1ccc(Cl)cc1Cl)C(=O)NC(Cc1ccccc1)C(=O)O (centres undefined)
-5 | COC(=O)[C@]12CCCCC=C1N(Cc1ccccc1)C(=O)[C@H](CC(=O)N1CCCC1)C2
-7 | C=CCN(CC=C)Cc1cc(=O)oc2cc(C)c(Cl)cc12
-4 | CC(C)(C)S(=O)N1Cc2cc(C(=O)O)nc(-c3cccc(-c4cc5ccccc5o4)c3)c2[C@H]1CCO (some centres undefined)
-3 | CC(=O)c1cccc(NC(=O)C2Cc3c(-c4ccccc4Oc4ccccc4)ccnc3O2)c1 (centres undefined)
-4 | CCOC(=O)c1[nH]c(C)c(/C(C)=N\O)c1C
-10 | COc1cccc(OC2(C)CCN(Cc3cccn3-c3nccs3)C2)c1 (centres undefined)
-1 | O=C1C=C(c2ccccc2)CO1
-1 | CCN(C)C1CN(Cc2cn(Cc3cccc(C(F)(F)F)c3)nn2)S(=O)(=O)C1 (centres undefined)
-7 | NC(=O)c1ncn([C@@H]2O[C@H](C(=O)N3CCN(CC(=O)Nc4ccccn4)CC3)[C@@H](O)[C@H]2O)n1
-4 | CN1CCN(CCNC(=O)c2ccc(CS(=O)c3ccc(Br)cc3)o2)CC1 (centres undefined)
-8 | CN(Cc1c(F)cccc1Cl)C(=O)COC(=O)Cn1cnc2ccccc2c1=O
-3 | CC1(C(=O)NCCC#N)CCN1C(=O)C1(c2ccccc2)CCCC1 (centres undefined)
-7 | COc1cccc(C(C)(O)c2nc(-c3cccc(C#N)c3)cs2)c1 (centres undefined)
-7 | CC(=O)C1=C(C)N(Cc2ccc(F)cc2)C(=S)NC1c1ccccc1 (centres undefined)
-6 | C#CCN(C[C@H]1[C@H](OC(=O)Nc2c(C)noc2C)[C@H](OC(=O)Nc2c(C)noc2C)C[C@H]2C(=O)N(c3ccccc3)C(=O)[C@@H]12)S(=O)(=O)c1ccc(C)cc1
-8 | N#Cc1ccc(-c2nc3c4ccccc4ccn3c2Cc2cccc(Cl)c2)cc1
-8 | O=[N+]([O-])c1ccc(C=NN=Cc2ccc([N+](=O)[O-])cc2)cc1
-4 | Cc1ccc(/C=C/C(=O)OCC(=O)N(C)c2c(N)n(Cc3ccccc3)c(=O)[nH]c2=O)o1
-5 | Nc1ccn([C@@H]2O[C@H](C(=O)NCc3ccc4c(c3)OCO4)[C@@H](O)[C@H]2O)c(=O)n1
-5 | COc1ccc([C@H]2C[C@@H](n3cc(C4CC4)nn3)[C@H](O)CN2C(=O)C2CCCCC2)cc1
-8 | CCOC(=O)[C@]12CCCC=C1N(CCc1ccc(OC)c(OC)c1)C(=O)[C@H](CC(=O)NCC13CC4CC(CC(C4)C1)C3)C2
-7 | COc1ccc([N+](=O)[O-])cc1CN1CCN(c2ncc(Cc3ccccc3)cn2)CC1
-5 | COC(=O)[C@]12CCCCC=C1N(CCC1=CCCCC1)C(=O)[C@H](CC(=O)N1CCOCC1)C2
-5 | FC(F)(F)c1cc(Cl)c2nc(-c3cccc(Cl)c3)c(Cc3cccc(Cl)c3)n2c1
-6 | CN(CC(=O)Nc1ccc(F)cc1)C(=O)c1ccc(-c2ccc(F)cc2)o1
-6 | COc1cccc(CNC(=O)[C@H]2CCCN2C(=O)[C@H]2CCCN2C(=O)c2ccc(F)c(F)c2)c1
-5 | O=C(COC(=O)/C=C/c1ccccc1Cl)NC1CC1
0 | O=C1NC[C@H](CCCCN2C[C@H](Cc3ccc(O)cc3)N(CCc3ccccc3)C(=O)C2=O)N(CC2CCCCC2)C1=O
-2 | COC(=O)[C@]12C[C@H](CC(=O)N3CCN(C(=O)c4ccco4)CC3)C(=O)N(Cc3ccccc3)C1=C[C@H](C1CCCC1)O[C@@H]2C
-4 | COc1ccc2c(CC(=O)NNC(=O)c3cccs3)coc2c1
-7 | CCOC(=O)Cc1ccc(Nc2nc3cc(-c4sccc4C)sc3c(=O)n2C)cc1
-7 | C[C@H]1CN([C@@H](C)CO)C(=O)CCCn2nncc2CO[C@H]1CN(C)S(=O)(=O)c1ccccc1F
-2 | CCc1nc2ccc(C(=O)N3CCN(C(=O)c4ccco4)CC3)cn2c1N(C)C(=O)COc1ccccc1
-1 | CCCCCNC(=O)C(c1ccc(C#N)cc1)n1c(=O)c(-c2ccco2)nc2ccccc21 (centres undefined)
0 | COc1cc(C=NC2CCCCC2)ccc1O
-2 | CC(=O)Nc1cccc(-c2csc(C(C)(O)c3ccc(F)c(F)c3)n2)c1 (centres undefined)
-5 | CC(C)C[C@H]1CN(CCCC[C@H]2CNC(=O)C(=O)N2CC2CCCCC2)C(=O)C(=O)N1CCc1ccccc1
-5 | COC(=O)[C@@]1(C)[C@H]2C(=O)N(Cc3ccccc3)C(=O)[C@H]2[C@H]2CN=C(SCC3CC3)N21

Rewritten bar-delimited: part of the list above
mol | GalR3 antag
CC1C(=O)N(Cc2cn(CCC3OCCO3)nn2)CCS(=O)(=O)N1Cc1ccc(-c2ccc(F)nc2)cc1 (centres undefined) | -4
Cc1ccccc1COc1cccn2c(N(C)C(=O)CCC3CCCC3)c(C)nc12 | -8
COc1cc2c(cc1OC)C1C(=O)c3cc(OS(C)(=O)=O)c(OC)cc3C1N(C)C2=O (centres undefined) | -3
COc1ccc(NC(=O)N[C@H]2C=C[C@@H](CC(=O)NC3CCC3)O[C@@H]2CO)cc1 | 7

More compounds:
GalR3 antag | SMILES
-7 | O=C(C[C@H]1C[C@H](C(=O)N2CCOCC2)[C@@]2(CCC3CCCC3)c3[nH]c4cc(-c5ccco5)ccc4c3CCN2C1=O)NCC12CC3CC(CC(C3)C1)C2
-5 | C=C1CCC2C(C)(C(=O)O)CCCC2(C)C1CCC(CO)CCO (centres undefined)
-1 | CSc1nc2nc(C)c(CCC(=O)OCC(=O)Nc3ccc(F)cc3)c(C)n2n1
-7 | COc1ccccc1Cc1c(-c2cccc(Cl)c2)nc2c3ccccc3ccn12
-7 | Cc1ccc(CN2C(=O)c3ccccc3C2c2nnnn2-c2ccc3c(c2)OCCO3)cc1 (centres undefined)
-7 | CN(C(=O)c1cccc(NC(=O)Cc2cccc(NC(=O)C3CCCN(C(=O)C4CC4)C3)c2)c1)C1CCC1 (centres undefined)
-7 | CNCc1cc(C)n(-c2cc(S(=O)(=O)N3CCOCC3)ccc2N2CCCC2)c1C
-4 | CC(=O)N1CCN(c2ccc(N3CCN(C(C)=O)[C@H](C)C3)c(C)c2)[C@H](C)C1
-5 | CCOC(=O)C1=C(C)N(C[C@@H]2CC[C@@H](Cc3ccc(-c4ccccc4)cc3)O2)C(=O)NC1c1cccc2ccccc12 (some centres undefined)
-8 | c1ccc(-n2nnnc2-c2cccc3ccccc23)cc1
-5 | OCC[C@@H]1C[C@H](O)[C@@H](O)[C@@]2(OCc3cc(Cl)ccc32)O1
-6 | CCOc1cc(OCC)cc(C(=O)N2CCC[C@H]2C(=O)N2CCC[C@H]2C(=O)N[C@H](C)c2ccccc2)c1
-9 | CCOC(=O)C1=CCN(S(=O)(=O)c2ccc(Cl)cc2)C1c1cccc(Cl)c1 (centres undefined)
-6 | FC(F)(F)c1ccc(-c2cccc3c2C2CC3CCN2Cc2ccccc2)cc1 (centres undefined)
-2 | Cc1ccc(S(=O)(=O)NC(=O)C2(C)CCN2C(=O)C2(c3ccc(Cl)cc3)CCC2)cc1 (centres undefined)
-2 | O=C(NCc1ccccc1)c1cc(C2COCCN2C(=O)OCCF)on1 (centres undefined)

Entries from the list above that contain an aryl thioether with sulfur outside any ring, in the order listed:
GalR3 antag | SMILES
-4 | Cc1ccc(-n2nnnc2SCC(=O)NCC2(N3CCOCC3)CCCCC2)c(C)c1
-2 | COc1ccc(C(CNC(=O)C(C)Sc2ccccc2)N2CCOCC2)cc1 (centres undefined)
-1 | CSc1nc2nc(C)c(CCC(=O)OCC(=O)Nc3ccc(F)cc3)c(C)n2n1
